PGK inhibitor = T. brucei PGK inhibition; P07378; PGK/GAPDH coupled, Kinase-Glo luminescence, 60 min; Potency, µM (series often up to 57.5 µM), for inactives: at the highest dose activity change, negative = inhibition, hits mostly inhibitors; hit rate 0.043% among 380,000; further: on the % scale 0 is the no-effect control and ±100 the full control effect; nearly all actives have a fitted effect of over 60% in size
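Luminescent ATP detection (Kinase-Glo Plus) follows a 60-minute room-temperature incubation, with wells lacking PGK as controls. Buffer: 100 mM TEA (pH 7.6), 5 mM MgCl2, 0.01% Tween-20. Coupling enzyme GAPDH (100 nM final) supplies unstable 1,3-BPG in-well.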
HP1b binding inh = inhibitors of HP1-beta chromodomain binding to methylated histone tails; P83916; AlphaScreen HP1-beta / biotin-H3K9me3 peptide binding; Potency, µM (top dose mostly 114 µM), without a hit: at the highest dose activity change, negative = inhibition, usual class: inhibitors; hit rate 0.56% among 390,000; further: nearly all actives have a fitted effect of over 70% in size; inactives centre near 23
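HP1-beta protein (50 nM final) preincubated 30 min at room temperature with biotinylated H3(1-18)K9me3 peptide (50 nM) in PBS pH 7.4, 0.01% Tween-20, then compound added for 30 min. AlphaScreen streptavidin donor/nickel chelate acceptor beads (10 ug/mL final), 30 min dark, luminescence read.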
G9a inh = blocks human histone lysine methyltransferase G9a; G9a H3K9 monomethylation, AlphaScreen, 2 h; Potency, µM (highest dose often 102 µM), inactives show top-dose activity, negative = inhibition, usual class: inhibitors; hit rate 8.8% among 350,000; further: on the % scale 0 is the no-effect control and ±100 the full control effect; nearly all actives have a fitted effect of over 75% in size
Target sequence (Q96KQ7 913-1193 limits assumed): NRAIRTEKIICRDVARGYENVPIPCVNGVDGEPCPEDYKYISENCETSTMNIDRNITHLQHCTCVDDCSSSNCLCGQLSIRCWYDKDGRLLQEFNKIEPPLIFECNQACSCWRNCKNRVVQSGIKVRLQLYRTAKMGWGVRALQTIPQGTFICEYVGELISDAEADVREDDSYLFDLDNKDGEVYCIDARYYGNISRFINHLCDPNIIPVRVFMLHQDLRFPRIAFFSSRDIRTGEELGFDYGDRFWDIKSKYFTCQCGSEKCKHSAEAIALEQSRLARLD
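AlphaScreen read-out: biotin-H3K9 peptide (500 nM) methylation by 20 nM enzyme with 20 uM SAM, 2 h at room temperature after 15 min compound preincubation; anti-monomethyl H3K9 antibody plus donor/acceptor beads, 10 min dark.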
Pin1 inhibitor = blocks the human prolyl isomerase Pin1 | AID 504891 | Pin1 FP peptide displacement, HiFluor488, 10 min | hit rate 0.009% among 390,000 | Q13526 | Potency, µM (series often up to 115 µM), inactives show at the highest dose activity, negative = inhibition, actives largely listed as inhibitors; active means well fitted inhibition curve with a large enough effect in the polarisation, with a control signal flat, not every such curve was filed as active; inconclusive means small, poorly fitted or top-dose-only effect, or effect the other way, or a change in a side signal; inactive means no such curve, though single readings can be large or run the other way; the % refers to the polarisation; further: on the % scale 0 is the no-effect control and ±100 the full control effect
GLS inh = inhibitors of human glutaminase (GLS); GLS enzymatic activity, qHTS titration; Potency, µM (highest dose often 45.5 µM), without a hit: top-dose activity change, negative = inhibition, hits mostly inhibitors; hit rate 0.21% among 410,000; AID 624170; further: on the % scale 0 is the no-effect control and ±100 the full control effect
Target sequence (O94925 whole entry, looked up): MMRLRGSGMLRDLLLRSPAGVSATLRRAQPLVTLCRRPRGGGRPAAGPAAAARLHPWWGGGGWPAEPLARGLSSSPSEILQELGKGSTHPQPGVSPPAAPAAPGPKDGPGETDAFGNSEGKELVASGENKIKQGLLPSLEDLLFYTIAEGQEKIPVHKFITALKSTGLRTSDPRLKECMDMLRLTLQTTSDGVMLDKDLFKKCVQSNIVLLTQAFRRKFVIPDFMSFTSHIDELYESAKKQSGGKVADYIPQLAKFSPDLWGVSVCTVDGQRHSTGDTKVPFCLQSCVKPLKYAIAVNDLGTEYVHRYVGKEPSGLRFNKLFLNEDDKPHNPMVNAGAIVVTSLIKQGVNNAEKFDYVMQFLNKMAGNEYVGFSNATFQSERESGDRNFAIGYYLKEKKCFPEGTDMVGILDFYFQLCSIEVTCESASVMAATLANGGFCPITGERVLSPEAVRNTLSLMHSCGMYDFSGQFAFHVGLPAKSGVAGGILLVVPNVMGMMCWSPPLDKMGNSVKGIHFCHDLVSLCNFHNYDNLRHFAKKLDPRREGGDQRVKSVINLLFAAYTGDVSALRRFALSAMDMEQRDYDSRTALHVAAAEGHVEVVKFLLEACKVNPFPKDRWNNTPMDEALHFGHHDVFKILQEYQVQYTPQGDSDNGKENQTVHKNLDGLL
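Assay buffer: 45 mM KH2PO4 pH 8.2, 0.02% Tween-20. hKGA acts on L-glutamine (1 mM solution added); product glutamate is reported by an oxidase/peroxidase Amplex Red coupling, with fluorescence taken at baseline and 30 min.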
JMJD2A Tudor inh = blocks the human JMJD2A Tudor domain | AlphaScreen JMJD2A-Tudor / H3K4me3 peptide binding | hit rate 4.4% among 390,000 | Potency, µM (doses to about 114 µM), for the others: at the top dose activity change, negative = inhibition, hits mostly inhibitors | AID 504339; further: on the % scale 0 is the no-effect control and ±100 the full control effect; nearly all actives have a fitted effect of over 50% in size
POLI inh = blocks human DNA polymerase iota activity; AID 588590; hit rate 1% among 390,000; Pol iota fluorescent replication assay, 10 min; Q9UNA4; Potency, µM (titrated, usually from 115 µM), for inactives: at the top dose activity, negative = inhibition, actives largely listed as inhibitors
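Pol iota at 10 nM preincubated 15 min with compounds at room temperature; reaction started with fluorescent substrate, 50 nM final. Fluorescence read kinetically at 0 and 10 min; buffer-only wells as negative control.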
BAZ2B block = blocks human BAZ2B; Q9UIF8; AlphaScreen BAZ2B-H3K14Ac peptide displacement; AID 504333; Potency, µM (series often up to 114 µM), for the others: at the highest dose activity change, negative = inhibition, most hits filed as inhibitors; hit rate 4.4% among 360,000; further: on the % scale 0 is the no-effect control and ±100 the full control effect; nearly all actives have a fitted effect of over 60% in size
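AlphaScreen luminescence quantifies BAZ2B engagement of H3K14Ac peptide; the protein and biotinylated peptide are both at 50 nM final, buffer PBS pH 7.4 with 0.01% Tween-20, all steps at room temperature.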
BLM helicase inh = inhibitors of human Bloom syndrome helicase BLM; AID 2528; recombinant BLM DNA unwinding, fluorescence dequenching; P54132; Potency, µM (doses to about 56.1 µM), for the others: top-dose activity change, negative = inhibition, usual class: inhibitors; hit rate 0.2% among 350,000;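 further: plate controls were vehicle for no effect and no enzyme for full effect; nearly all actives have a fitted effect of over 35% in size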
Numbers without * were called inactive; i = inactive; u = inconclusive; x = not tested or not shown; & = joins results of further samples; [ ] = dose if it differs, or a comment. Unless noted, the call rests on the fitted dose curve; in most records, active means well fitted curve in the direction sought with a large enough effect; inconclusive means small, poorly fitted or top-dose-only effect, or another doubt; inactive means no such curve, though single readings can be large; an effect the other way counts as inactive or inconclusive. Potency means the concentration at half of the fitted maximal effect. This is a subset; rates above refer to the full screens.

SMILES	PGK inhibitor	HP1b binding inh	G9a inh	Pin1 inhibitor	GLS inh	JMJD2A Tudor inh	POLI inh	BAZ2B block	BLM helicase inh
O=C(O)C1CC=C(Cl)CC1C(=O)NCC1OCCc2ccccc21 (stereo not given)	-7%	36%	-5%[59 µM]	-12%	11%	-8%	12%	0%	0%
COC(=O)c1ccc(NC(=S)NC2CCc3ccccc32)cc1 (stereo not given)	-1%	38%	21%	-3%	2%	-1%	71%[activator]	-10%	-7%
Cc1ccccc1OCC(O)CN (stereo not given)	0%	34%	u	8%	-4%	-16%	15%	-4%	0%
N#CC(C#N)=Cc1cccn1-c1ccc(C(=O)O)cc1	u	u	11µM*	-20%	17%	u	18µM*	20µM*	-5%
O=C(NC(=S)Nc1ccccc1Cl)c1cncc(C#Cc2ccccc2)c1	-1%	7%	5%	1%	-1%	-1%	9%	7%	-2%
O=S(=O)(c1ccc(-c2ccon2)s1)N1CCOCC1	-7%	-2%	8%	0%	2%	-11%	73%[activator]	-1%	-1%
CC(C)C(=O)NC(=S)/C=C1/N(C)c2ccccc2C1(C)C	5%	50µM*	40µM*	17%	-36%	40µM*	127%[activator]	32µM*	-4%
COc1cccc(-c2cc(N3C(=O)Nc4ccccc4N3O)n[nH]2)c1	2%	34%	1%[59 µM]	2%	6%	-4%	3%	-36%	5%
COc1cccc(-c2noc(COc3cccc(C)c3C)n2)c1	7%	306%[activator]	97%[activator][59 µM]	2%	-7%	286%[activator]	11%	180%[activator]	-6%
C1CCC(OCCN2CCN(CCOC3CCCCC3)CC2)CC1	-4%[11.5 µM]	28%	23%[59 µM]	0%	13%	-14%	-7%	-2%	-4%
N#CCc1nc(C(c2ccccc2)c2ccccc2)no1	0%	21%	u	30%	-25%	-1%	13%	-13%	-11%
O=S(=O)(NCCSc1nnc(-c2ccco2)n1-c1ccccc1)c1ccccc1	3%	15%	-9%[59 µM]	4%	7%	-8%	21%	5%	-3%
Cc1sc2ncnc(N3CCN(Cc4ccccc4)CC3)c2c1-c1ccccc1	-8%	u	-18%	1%	-2%	u	89µM*	32µM*	-1%
COc1cc2c(c(OC)c1OC)-c1c(cc3c(c1O)OCO3)C[C@@H](C)[C@@H](C)C2	i	23%	7%[59 µM]	-3%	2%	u	8%	-36%	-13%
CC(C)=CCOc1ccc2c(C)c(CC(=O)N3C[C@H]4C[C@@H](C3)c3cccc(=O)n3C4)c(=O)oc2c1C	i	40%[activator]	-2%[12.7 µM]	-3%	3%	-16%	28%	-3%	0%
COc1ccc(-c2nc3c(c(SCc4cc(C)ccc4C)n2)Cc2c(CO)cnc(C)c2O3)cc1	-4%	7%	-6%[59 µM]	4%	0%	-19%	34%[activator]	-8%	-3%
CCOC(=O)c1sc2ccccc2c1NC(=O)c1coc2ccccc2c1=O	i	18%	9%[59 µM]	2%	-5%	-6%	1%	-9%	1%
CCN(CC)S(=O)(=O)c1cccc(NC(=O)c2cc(=O)[nH]c3ccccc23)c1	-5%	13%	u	0%	9%	-10%	-2%	2%	4%
O=C(Nc1ccccc1C(=O)Nc1ccc2c(c1)OCO2)c1cccs1	-9%	8%	u	2%	-2%	-12%	-6%	-11%	-9%
CC1(C)Cc2c(sc3nn[nH]c(=O)c23)CO1	-5%	-13%	32µM*	3%	-2%	-12%	10%	14%	-3%
Cc1cc(C)c2oc(-c3cccc(NC(=O)COc4ccc([N+](=O)[O-])cc4)c3)nc2c1	-7%	41%[activator]	25%[59 µM]	-6%	-11%	-20%	1%	-15%	-5%
CCC1(c2ccccc2)NC(=O)N(CC(=O)N(C)Cc2c(F)cccc2Cl)C1=O (stereo not given)	-3%	29%	45µM*	1%	1%	-5%	31%[activator]	-15%	-2%
CCN(CC)S(=O)(=O)c1ccc(C(=O)OCCN2C(=O)c3cccc4c(N5CCOCC5)ccc(c34)C2=O)cc1	3%	75%[activator]	18%[59 µM]	u	5%	13%	215%[activator]	15%	-3%
CC1(C)CC(=O)C2=C(C1)N(Cc1ccccc1)C(=O)C2(NC(=O)C(C)(C)C)C(F)(F)F (stereo not given)	i	13%	0%	-3%	8%	u	1%	-6%	-3%
O=C(Cn1cc(S(=O)(=O)N2CCCC2)c(S(=O)(=O)N2CCCC2)c1)Nc1ccccc1	-11%	4%	-8%[59 µM]	0%	2%	-19%	10%	7%[57.1 µM]	2%
COc1cccc(/C=N/NC(=O)c2cc(-c3ccccn3)nc3ccccc23)c1O	3%	-6%[57 µM]	43%[activator][12.7 µM]	-3%	-17%	56µM*	38%[activator]	-30%	x
O=C(NCc1ccc(Cl)cc1)C(=O)N/N=C/c1ccc(Br)cc1	-3%	24%	8%	-8%	-6%	0%	-21%	-14%	-2%
CC1Cc2ccccc2N1C(=O)CSc1nc2ccccc2o1 (stereo not given)	i	99%[activator]	37%[activator]	10%	-4%	41%[activator]	-10%	6%	-7%
Cc1cc([N+](=O)[O-])ccc1-c1ccc(C2Nc3ccccc3C(=O)N2O)o1 (stereo not given)	11%	-18%	11%[0.0925 µM]	-2%	30%	u	-6%[58.9 µM]	u	-8%
Cn1c(SCc2ccccc2Cl)nc(=O)c2c1NC(=O)CC2c1cc(F)ccc1F (stereo not given)	9%	48%[activator]	8%[59 µM]	2%	1%	-10%	5%	1%	-1%

Rewritten with two lines to a compound: part of the list above.
Values run as follows: PGK inhibitor | HP1b binding inh | G9a inh | Pin1 inhibitor | GLS inh | JMJD2A Tudor inh | POLI inh | BAZ2B block | BLM helicase inh
CCC1(c2ccccc2)NC(=O)N(CC(=O)N(C)Cc2c(F)cccc2Cl)C1=O (stereo not given)
→ -3% | 29% | 45µM* | 1% | 1% | -5% | 31%[activator] | -15% | -2%
COc1cccc(-c2noc(COc3cccc(C)c3C)n2)c1
→ 7% | 306%[activator] | 97%[activator][59 µM] | 2% | -7% | 286%[activator] | 11% | 180%[activator] | -6%

Next section:
SMILES	PGK inhibitor	HP1b binding inh	G9a inh	Pin1 inhibitor	GLS inh	JMJD2A Tudor inh	POLI inh	BAZ2B block	BLM helicase inh
CC(C)(C)NC(=O)NC(=O)CSc1cccc(C(F)(F)F)c1	i	90%[activator]	45%[activator]	-10%	-5%	9%	-1%	12%	-10%
NC(=O)[C@@H]1CCCNc2c(I)cc([N+](=O)[O-])cc2C(=O)N[C@@H](CO)C(=O)NCC(=O)N1	7%	45%[activator]	79µM*	u	-2%	-6%	21%	-1%	-2%
C=CCCN(C(CC(C)C)C(=O)OC)S(=O)(=O)c1ccccc1Br (stereo not given)	1%	83%&98%[activator]	32%[12.7 µM]	-5%&0%	3%	41%&38%[activator]	6%&3%	45%[activator]	-6%&3%
O=C(Nc1cccc(NC(=O)c2ccc(Cl)cc2Cl)c1)c1cccnc1	5%	-1%	3%	10%	-4%	-13%	57%[activator]	-1%	-5%
CCN(CCCNC(=O)CCn1c(=O)[nH]c2ccccc2c1=O)c1ccccc1	-3%	13%	50µM*	-9%	44%[activator]	-27%	26%	-1%	0%
COc1ccccc1N(C)S(=O)(=O)c1ccc(Cl)c(C(=O)N2CCC2)c1	4%	27%	-31%	-2%	4%	-1%	20%	10%	x
CCOC(=O)C(CC)Sc1nc(N)c(NC(=O)c2ccc(OC)c(OC)c2)c(=O)[nH]1 (stereo not given)	7%	33%	u	0%	24%	-5%	45%[activator]	0%	-1%
CCCNS(=O)(=O)c1ccc(OCC(=O)Nc2ccc3c(c2)OCCO3)cc1	0%[11.5 µM]	29%	65%[activator][12.7 µM]	0%	-2%	-8%	2%	12%	-2%
Cc1ccc(S(=O)(=O)Cc2cccc(C(=O)N3CCOCC3)c2)cc1	-4%	22%	-11%[59 µM]	-2%	4%	-7%	14%	-7%	5%
CCN(CC)C(=O)CSc1nc2ccccc2c(=O)n1CCC(=O)N1CCN(c2ccccc2)CC1	-7%	6%	11%[59 µM]	-1%	-14%	-9%	115%[activator]	-5%	0%
COc1cccc(N2CCN(C(=O)CN3C(=O)NC(C)(c4ccc5ccccc5c4)C3=O)CC2)c1 (stereo not given)	-11%	-7%	-28%	7%	1%	u	33%[activator]	-34%	x
CC1(C)CCCN(C(=O)c2coc(=O)c(Br)c2)C1	6.3µM*	-95%	x	x	10µM*	18µM*	10µM*	20µM*	30%
Cc1ccc(S(=O)(=O)c2nnn3c2nc(NCc2ccccc2Cl)c2sccc23)cc1	-9%	31%	-11%[59 µM]	8%	-10%	-4%	7%	-8%	-4%
Cn1c(=O)c2c(nc(N/N=C/c3ccco3)n2C)n(C)c1=O	-1%	27%	x	-3%	u	-12%	104%[activator]	-35%	4%
COc1ccc(N2CCN(C(=O)COc3cccc4ccccc34)CC2)cc1	5%	u	x	-12%	31%	32µM*	4%	11µM*	-8%
Cc1sc2ncnc(SCc3ccco3)c2c1C	-18%	122%[activator]	34%	-2%	2%	18%	19%	u	-5%
CCc1ccccc1NS(=O)(=O)c1ccc2[nH]cc(C(=O)NC3CCCC3)c(=O)c2c1	-2%&-8%	10%	-6%[59 µM]	14%&-2%	-1%&5%	-14%&-23%	u	-8%	-5%&-6%
Cc1[nH]n(S(=O)(=O)c2ccccc2)c(=O)c1N=Nc1cccc(Cl)c1	6%	30%	x	17%	5%	-17%	77%[activator]	6%	-2%
CC(C)(C)[C@H]1COC(=O)[C@@H](Cc2ccc(F)cc2)CC/C=C/C[C@@H](CC(=O)N[C@H](CO)Cc2ccccc2)C(=O)N1	i	39%	x	2%	-4%	-15%	9%	x	x
NC(=O)CC(NC(=O)Cc1cccc2ccccc12)c1ccc(NC2CCN(Cc3ccccc3)CC2)c([N+](=O)[O-])c1 (stereo not given)	-4%	15%	x	u	5%	-24%	-28%	1%[57.1 µM]	-6%
